# Bioassay records (PubChem)
# S3 lipid droplet: qHTS Assay for Lipid Storage Modulators in Drosophila S3 Cells | 320,000 compounds, 0.64% hits | Drosophila S3 cells, BODIPY lipid droplet fluorescence, 18-24 h; cells fed with added oleic acid | AID 2685 | Potency in µM for hits, for the others lipid storage change, negative = inhibition, % at the top dose, mostly 46.1 µM; active means well fitted inhibition curve with a large enough effect in the signal ratio, with a control signal flat, not every such curve was filed as active; inconclusive means small, poorly fitted or top-dose-only effect, or effect the other way, or a change in a side signal; the % refers to the signal ratio
#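 Laser-scanning cytometry quantifies lipid droplet accumulation (500–530 nm total intensity; droplet/cell object ratio) in oleic acid-fed (400 uM added) Drosophila S3 cells treated with a concentration series. 20 uM Triacsin C defined 100% inhibition.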
# S3 lipid droplet cell count max: second read-out of S3 lipid droplet, no call of its own (marks repeat the call); cell number change, %; measured here: cell count max response;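 cells counted by Cell Tracker Red CMTPX staining in the red channel; peak over a dose series mostly up to 46.1 µM; percent activity relative to internal control wells on each plate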
# An asterisk follows results filed as active; i = inactive; ? = inconclusive; / = no result given; & = joins results of further samples. On the % scale 0 is the no-effect control and ±100 the full control effect; potency means the concentration at half of the fitted maximal effect.
compound | S3 lipid droplet | S3 lipid droplet cell count max
CC(C(=O)O)N1C(=O)/C(=C/C=C/c2ccco2)SC1=S (stereo not given) | -2.5% | 2.6
COc1ccc(C(=O)NCc2c(CC(C)C)oc(C)c2C(=O)O)cc1 | 18.0% | /
CN=C(c1ccc(C)cc1)n1c(=S)nc(-c2ccc(C)cc2)n(C)c1=S | ? | /
CC#CC[N+](C)(C)CCCCCCCCCC | ? | /
CCC(C)Sc1nc2c(c(=O)n1C)SC(C)C2 (stereo not given) | ? | /
Cc1[nH]c(=O)[nH]c(=O)c1S(=O)(=O)N(C)Cc1ccccc1 | ? | /
S=C(NCc1ccc2c(c1)OCO2)NCc1ccco1 | ? | /
CC(C)C(=O)NS(=O)(=O)c1ccc(NS(C)(=O)=O)cc1 | -9.6% | -4.6
COC(=O)c1c(NS(C)(=O)=O)sc2c1CCCC2 | i | /
O=C(O)c1cccc(-n2cccc2/C=C2\SC(=O)N(Cc3ccccc3F)C2=O)c1 | 12.6% | 10.6
CC1CCC(NC(=O)c2ccc(S(C)(=O)=O)cc2)CC1 (stereo not given) | -0.9% | 2.6
Cc1cc2ncn(CCC(=O)NC(C)(C)C)c2cc1C | 0.1% | 8.4
COCCN1CCN(C(=O)c2ccc3oc(CCc4ccccc4)nc3c2)CC1 | ? | /
CCC1Sc2ccc(S(=O)(=O)CCC(=O)Nc3ccccc3Br)cc2NC1=O (stereo not given) | i | 15.8
CCOc1cc(C)c(Cl)cc1S(=O)(=O)NC1CC(C)(C)NC(C)(C)C1 | 14.3% | -6.3
COc1cccc(OCc2cc(C(=O)N3CCN(c4ccccc4O)CC3)no2)c1 | ? | /
CCCCC(=O)O[C@]1(C(=O)CO)CC[C@H]2[C@@H]3CCC4=CC(=O)CC[C@]4(C)[C@H]3[C@@H](O)C[C@@]21C | -0.9% | 8.8
O=C(NC1CCCCC1)N1CCCC1 | 9.3% | 0.2
Cc1cc(Nc2ccc(F)cc2C)n2ncnc2n1 | i | 21.0
CCOCCCNC(=O)CN1C(=O)NC(Cc2c[nH]c3ccccc23)C1=O (stereo not given) | -1.7% | 15.9
CCCN1CC(=O)N2C(c3ccccc3)c3[nH]c4ccccc4c3C[C@H]2C1=O (stereo not given in full) | ? | /
CCOc1ccc2c(c1)[N+](C)(C)C(C)(C)C=C2C | 13.8% | -0.3
COc1ccc(-c2nnc(SCC(=O)c3cc(C)n(Cc4cccs4)c3C)o2)cc1 | i | /
CC1CN(Cc2ccccc2)c2ccccc2NC1=S (stereo not given) | ? | /
CCCCNC(=O)CSc1nnc(-c2ccc(S(=O)(=O)N3CCCC3)cc2)n1C | 3.4% | -0.3
O=C(O)C(Cc1ccc(Cl)cc1)NS(=O)(=O)c1ccc(Cl)cc1 (stereo not given) | 0.9% | 6.5
O=c1c(=Nc2ccccc2O)c(=O)c2ccccc12 | ? | /
Cc1ccc(S(=O)(=O)N2CCN(C(=O)C3CCN(C(=O)c4ccccc4C)CC3)CC2)cc1C | ? | /
C/C(=N\NC(=O)C(O)(c1ccccc1)c1ccccc1)c1ccc(C)o1 | 9.7% | 11.1
O=C(c1ccc2c(c1)OCO2)N1CCN(c2ccc(Cl)cc2)CC1 | 8.8% | -5.3
Cc1ccccc1NC(=S)N1CCN(c2ccccc2)CC1 | ? | /
Cc1ccc(C)c(C(C)NC(=O)c2ccccc2Br)c1 (stereo not given) | ? | /
C=C(C)C(=O)Nc1cccc(C2=NOC3(C2)C[C@@H](C(N)=O)N(C(=O)C2(C)CC2)C3)c1 (stereo not given in full) | 10.9% | 12.2
COc1ccccc1OCCC(=O)OCCN1C(=O)c2ccccc2C1=O | ? | /
COc1cc(CNc2ccc3[nH]c(=O)[nH]c3c2)cc(Cl)c1OCC(=O)NC(C)(C)C | i | /
Nn1cnnc1N/N=C/c1cccc(Cl)c1Cl | i | -14.8
O=C(CSc1nc(-c2ccc(F)cc2)cs1)N1CCN(C(=O)c2ccco2)CC1 | ? | /
CCCCNC(=O)C1(O)c2ccccc2NC(=O)N1c1ccc(Cl)cc1 (stereo not given) | 1.7% | 11.0
CN1C/C(=C/c2ccsc2)C(=O)/C(=C/c2ccsc2)C1 | ? | /
COc1ccc(/C=C/C(=O)Nc2cccc(N3CCOCC3)c2)cc1OC | ? | /
COc1ccc2c(c1)-c1nc(/N=C/c3cccc(OC)c3O)sc1CC2 | 23.2% | 2.0
Cc1cccc(N2CCN(C(=O)c3cc(COc4ccc(F)c(F)c4)on3)CC2)n1 | -4.4% | /
CCC(C)N1C(=O)CCC1C(=O)NCc1ccc2c(c1)OCO2 (stereo not given) | ? | /
NC(=O)c1nsc(C(=O)N(c2ccccc2F)C(C(=O)NCc2ccc(F)cc2)c2ccc(O)cc2)c1N (stereo not given) | ? | /
CC1CCc2sc(C(=O)N/N=C/c3ccc(O)cc3)cc2C1 (stereo not given) | -11.7% | -28.4
Cn1c(=O)c([N+](=O)[O-])c(NCCCn2ccnc2)c2ccccc21 | 7.1% | -6.0
Cc1ccc(S(=O)(=O)NC(c2ccccc2)C(C)C(=O)n2nc(C)cc2C)cc1 (stereo not given) | i | /
O=C(NCc1ccco1)C(c1ccco1)N(Cc1cccs1)C(=O)Cn1nnc2ccccc21 (stereo not given) | 0.6% | -12.1
Nc1c(Br)cc(Br)cc1CNC1CCC(O)CC1 (stereo not given) | -12.0%&-8.8% | -20.1&-14.6
CCOc1ccc(N2C(=O)C3C(C2=O)C3(c2ccccc2)c2ccccc2)cc1 (stereo not given) | ? | /

# The list goes on.
compound | S3 lipid droplet | S3 lipid droplet cell count max
Cn1c(CNC(=O)OC(C)(C)C)nnc1SCC(=O)N1CCOCC1 | ? | /
CCC(C)NC(=O)c1ccc(N2CCC3(CC2)OCCO3)c([N+](=O)[O-])c1 (stereo not given) | -10.0% | 8.2
COc1ccc(-c2csc(NC(=S)NC(=O)/C=C/c3ccc(C(C)C)cc3)n2)cc1OC | -15.3% | 10.6
CC1(C)CC(CCNC(=O)CCl)(c2ccccc2)CCO1 (stereo not given) | ? | /
COc1cccc(C2C(C(=O)c3ccc(C)o3)=C(O)C(=O)N2CCN2CCOCC2)c1 (stereo not given) | ? | /
O=C(NCCCn1ccnc1)c1nc(Cn2ccc([N+](=O)[O-])n2)no1 | i | 23.5
COc1ccc(NC(=O)c2cn(C)c(=O)c3cc(OC)c(OC)cc23)cc1OC | -4.8% | /
CCN1c2ccccc2NC2N=C(OC)C(c3ccccc3)C21 (stereo not given) | i | -2.4
COc1ccc(OC)c(NC(=O)c2ccc(NS(C)(=O)=O)cc2)c1 | ? | /
N/C(COc1ncn(-c2ccccc2)n1)=N\S(=O)(=O)c1ccccc1 | ? | /
CCOC(=O)c1sc(SCC(=O)Nc2ccc(N(C)C)cc2)nc1N | 8.3% | -3.1
COc1ccc(C(=O)Oc2cc(N)n(S(=O)(=O)c3ccccc3)n2)cc1 | ? | /
CCOC(=O)C1(C)/C(=N/Nc2ccccc2Cl)C(=O)C(=O)N1c1ccccc1 (stereo not given) | i | 24.4
O=C(CCCCCn1c(=S)[nH]c2ccc(N3CCOCC3)cc2c1=O)NC1CCN(Cc2ccccc2)CC1 | 9.0% | -12.0
Cc1cc(C)nc(NS(=O)(=O)c2ccc(NC(=O)c3ccc4c(c3)OCCO4)cc2)n1 | ? | /
COc1ccc2cc3cc(C(=O)Nc4ccc5c(c4)OCO5)oc3nc2c1 | -27.5% | -19.9
COc1ccc(NC(=O)c2ccccc2-c2ccc(C(F)(F)F)cc2)cc1S(=O)(=O)N1CCOCC1 | ? | /
O=C(CSc1nnnn1-c1ccccc1)Nc1ccc(Cl)cn1 | i | -24.3
O=C1c2ccccc2C(=O)N1OS(=O)(=O)c1ccccc1 | ? | /
COc1ccc(/C=N/NC(=O)c2cccnc2)cc1O | ? | /

# 4 of the entries above in order of their number in S3 lipid droplet cell count max, lowest first:
compound | S3 lipid droplet | S3 lipid droplet cell count max
CCOc1cc(C)c(Cl)cc1S(=O)(=O)NC1CC(C)(C)NC(C)(C)C1 | 14.3% | -6.3
O=C(NC1CCCCC1)N1CCCC1 | 9.3% | 0.2
C=C(C)C(=O)Nc1cccc(C2=NOC3(C2)C[C@@H](C(N)=O)N(C(=O)C2(C)CC2)C3)c1 (stereo not given in full) | 10.9% | 12.2
CCC1Sc2ccc(S(=O)(=O)CCC(=O)Nc3ccccc3Br)cc2NC1=O (stereo not given) | i | 15.8

# Next structures.
compound | S3 lipid droplet | S3 lipid droplet cell count max
COc1cc2c(cc1OC)CN(c1ccc3ccccc3n1)CC2 | 14.6µM* | -10.9*
CCOC(=O)CSc1nc(NC#N)nc(N(CC)CC)n1 | 4.5% | 8.5
Cc1cccc(NC(=O)c2cccc(Cn3cc(Br)c([N+](=O)[O-])n3)c2)c1C | ? | /
CC1C=CCC2C(=O)N(c3ccccc3OC(=O)c3ccco3)C(=O)C12 (stereo not given) | 5.1% | -10.5
C=CCn1c(COc2cccc3ccc(C)nc23)nnc1SCC(N)=O | ? | /
O=C1Cc2ccccc2C(c2ccccc2)N1 (stereo not given) | 2.2% | -18.7
CCOc1ccc(C(=O)Nc2ccc3c(c2)OCO3)cc1OCC | ? | /
Cn1c(O)c(N=NC(=O)CNC(=O)c2cccnc2)c2ccccc21 | ? | /
Cc1ccc(-n2nnnc2SCC(=O)Nc2nc(-c3ccc(F)cc3)cs2)cc1C | -0.1% | -23.5
CC(C)(C)c1ccc2c(c1)OC(C(=O)N/N=C\c1ccc[nH]1)CO2 (stereo not given) | ? | /
CCCCNC(=O)[C@H]1C[C@H]1[C@@H](O)[C@H](CO)NC(=O)[C@H](COCc1ccccc1)NC(=O)OC(C)(C)C | ? | /
O=C(Nc1ccc(N2CCOCC2)cc1)C1CCCCC1 | ? | /
CCOc1cc(/C=C/c2ccc3cccc([N+](=O)[O-])c3n2)ccc1O | ? | /
COc1ccc(NC(=O)c2cccc(N3C(=O)NC4CC3(C)Oc3ccccc34)c2)cc1 (stereo not given) | ? | /
Cc1cc(C)c(NC(=S)N(C)C)cc1C | 11.4% | 4.8
Cc1nnc(SCC(=O)Nc2cccc(S(=O)(=O)N3CCCCC3)c2)s1 | -22.9% | 10.5
CCN(CC)S(=O)(=O)c1cccc(-c2cn3cc(C)ccc3n2)c1 | ? | /
CC1CCc2cc(F)cc3c(O)c(C(=O)NCCN(C)C)c(=O)n1c23 (stereo not given) | ? | /
CCn1c(SC(C)C(=O)O)nc2sc3c(c2c1=O)CCC3 (stereo not given) | ? | /
CCN(CC(=O)Nc1cc(Cl)ccc1C)C(=O)CCOc1ccccc1C | ? | /
Cn1c(-c2sccc2OCc2ccccc2)n[nH]c1=S | i | -17.2
O=S1(=O)CCO[C@H]2Cc3ccccc3[C@H]2N1Cc1cccc(Cl)c1 | 14.0% | 11.1
COc1cccc(N2CC(C(=O)Nc3nnc(SCCN4CCOCC4)s3)CC2=O)c1 (stereo not given) | ? | /
COC(=O)C/C=C/[C@@H](C)[C@@H](/C=N/O[C@H](C)c1cn([C@@H]2COC[C@H]2O)nn1)NS(=O)(=O)c1ccc(C)cc1 | ? | /
CC(C)(C)OC(=O)NNC1CC(=O)N(c2ccccc2F)C1=O (stereo not given) | ? | /
COCCNC(=O)Cn1c(=O)n(C)c2ccccc21 | ? | /
CCCCCCCCOC(=O)c1nc(Cl)c(Cl)c(N)c1Cl | ? | /
CCCC1(C(=O)OC)NC(c2ccc(OC)c(OC)c2)C2C(=O)N(c3cccc(C(C)=O)c3)C(=O)C21 (stereo not given) | i | 34.0
Cc1cc(Cl)cc(Cl)c1OCCOCCN(C)C | -4.9% | -6.4
O=C(Cc1n[nH]c(=O)c2ccccc12)Nc1cc(Cl)ccc1-n1cncn1 | ? | /

# Some of the entries so far, as labelled records:
Structure: COc1ccccc1OCCC(=O)OCCN1C(=O)c2ccccc2C1=O
  S3 lipid droplet: ?
  S3 lipid droplet cell count max: /

Structure: NC(=O)c1nsc(C(=O)N(c2ccccc2F)C(C(=O)NCc2ccc(F)cc2)c2ccc(O)cc2)c1N (stereo not given)
  S3 lipid droplet: ?
  S3 lipid droplet cell count max: /

Structure: O=C(c1ccc2c(c1)OCO2)N1CCN(c2ccc(Cl)cc2)CC1
  S3 lipid droplet: 8.8%
  S3 lipid droplet cell count max: -5.3

Structure: CC1CCc2cc(F)cc3c(O)c(C(=O)NCCN(C)C)c(=O)n1c23 (stereo not given)
  S3 lipid droplet: ?
  S3 lipid droplet cell count max: /

# (list continues)
compound | S3 lipid droplet | S3 lipid droplet cell count max
COc1ccc(CN2CCCC(N3CCc4ccccc4C3)C2)c(O)c1 (stereo not given) | 0.1% | -14.3
S=c1nc(NCCc2ccccc2Cl)c2ccccc2[nH]1 | i | -14.9
COc1ccc(NC(=O)NCc2ccncc2)c(OC)c1 | -5.3% | /
Clc1ccccc1C1=Nn2c(nnc2-c2ccncc2)SC1 | ? | /
CCC(C)[C@H](NC(=O)OC(C)(C)C)C(=O)N/N=C/C1=Cc2ccccc2OC1 (stereo not given in full) | ? | /
COc1ccc(S(=O)(=O)N2CCOC2CNC(=O)C(=O)NCCc2ccccc2OC)cc1 (stereo not given) | -8.2% | 5.2
CCC(C(=O)OCC(=O)Nc1cc(C)ccc1OC)c1ccccc1 (stereo not given) | -1.1% | /
COc1ccccc1/C=C/C=N/NC(=O)CN1CCN(Cc2ccccc2)CC1 | 4.9% | 4.3
COCC(C)n1c(SCC(=O)N2CCCCC2)nc2ccccc2c1=O (stereo not given) | 21.6% | 0.3
O=C(O)Cc1ccc(C(=O)c2ccccc2)s1 | ? | /

# This is a subset; rates above refer to the full screens.
